High-throughput results deposited in PubChem by National Center for Advancing Translational Sciences (NCATS).
MCF10A rereplic – induces DNA re-replication in MCF 10a normal breast cells; Potency, µM (top dose mostly 46.1 µM), for inactives: top-dose activity, positive = re-replication, usual class: activators; MCF 10A DNA re-replication, Hoechst nuclear intensity, 48 h; AID 624296; hit rate 2.9% among 350,000; further: potency means the concentration at half of the fitted maximal effect; % of control where 0% means no effect; nearly all actives have a fitted effect of over 50% in size
IL1B secr inh – blocks inflammasome-driven IL-1 beta release; THP-1 LPS/ATP IL-1B secretion, AlphaLISA, 16 h; hits give low values; activity change, % at 57.5 µM; hit rate 4.7% among 360,000; in the data active means activity change below about -50%; inconclusive means mostly about -30% to -49%; further: on the % scale 0 is the no-effect control and ±100 the full control effect
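THP-1 cells pretreated 1 hr with compounds (up to 57.5 uM final), then stimulated with LPS (250 ng/mL final) plus ATP (1.25 mM final); secreted IL-1B measured by AlphaLISA after 16 hr, decreased signal indicating inhibition.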
HepG2 tox – counter-screen for TGF-b inhibitors: cytotoxicity in HepG2 cells; HepG2 CAGA-GFP viability, ATP luminescence, 18 h; Potency, µM (series often up to 46.1 µM), for inactives: at the top dose activity change, negative = cytotoxicity, actives largely listed as cytotoxic; hit rate 0.76% among 410,000; AID 588856; further: potency means the concentration at half of the fitted maximal effect; some results filed as inactive show a strong effect at the top dose
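HepG2 CAGA-GFP cells (1000/well, DMEM with 1% FBS) received compound, then TGF-beta at 500 pg/mL final, and were incubated 18 hours at 37 degrees C. Viability was read by CellTiter-Glo luminescence. Media-only wells were set as complete cell-killing and DMSO as no toxicity.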
ATXN2 expr inh – inhibitors of ATXN2 expression; HEK-293 ATXN2-luciferase reporter, luminescence, 24 h; Potency, µM (highest dose often 57 µM), inactives show top-dose activity change, negative = inhibition, hits mostly inhibitors; hit rate 0.72% among 360,000; further: potency means the concentration at half of the fitted maximal effect; on the % scale 0 is the no-effect control and ±100 the full control effect; nearly all actives have a fitted effect of over 55% in size
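qHTS (up to 57 uM final) was run with 24 h compound exposure of reporter cells at 37 °C. Each well was multiplexed: SteadyGlo luminescence measured ATXN2-luciferase expression after a fluorogenic Gly-Phe-AFC viability readout (25 uM final).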
A549 tox – counter-screen for Nrf2 inhibitors: cytotoxicity in A549 cells | A549 ARE-Fluc cells, CellTiter-Fluor viability, 18-24 h | Potency, µM (top dose mostly 46 µM), inactives show top-dose activity change, negative = cytotoxicity, actives largely listed as inhibitors | hit rate 0.16% among 390,000; further: potency means the concentration at half of the fitted maximal effect; on the % scale 0 is the no-effect control and ±100 the full control effect
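A549 ARE_Fluc cells in 5% FBS OPTI-MEM were exposed to compounds in concentration-response for 18-24 h at 37 deg C. Viability was read by CellTiter-Fluor fluorescence (Ex 405/Em 525) after 30 min, before the luciferase read.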
ATXN viability – cell viability loss in ATXN counter-screen; S2 cells (HEK-293 line with an ATXN2-luciferase reporter) viability, CellTiter-Fluor protease fluorescence, 24 h; Potency, µM (highest dose often 56.7 µM), actives largely listed as cytotoxic; hit rate 0.49% among 400,000; AID 651635; further: potency means the concentration at half of the fitted maximal effect; nearly all actives have a fitted effect of over 40% in size
TGFb inhibitor – blocks TGF-b signaling; AID 588855; HepG2 CAGA-GFP TGF-b/SMAD3 reporter, GFP fluorescence, 18 h; TGF-beta stimulated, 500 pg/mL final; hit rate 1.2% among 410,000; Potency, µM (top dose mostly 46.1 µM), for the others: top-dose activity, negative = inhibition, usual class: inhibitors; further: potency means the concentration at half of the fitted maximal effect; on the % scale 0 is the no-effect control and ±100 the full control effect; nearly all actives have a fitted effect of over 65% in size
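Cell-based qHTS in HEPG2 carrying a CAGA-GFP Smad reporter; compounds added before 500 pg/mL final TGF-beta, 18 h incubation at 37 degrees C, GFP fluorescence quantified per cell by imaging cytometry.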
Nrf2 activator – activators of Nrf2 (ARE) signaling | AREc32 ARE-luciferase reporter (MCF7-derived line), luminescence, 24 h | Potency, µM (highest dose often 46.1 µM), without a hit: top-dose activation, usual class: activators | hit rate 0.31% among 410,000 | AID 624171; further: potency means the concentration at half of the fitted maximal effect; % of control where 0% means no effect; nearly all actives have a fitted effect of over 65% in size
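ARE-driven firefly luciferase activity in AREc32 cells measured after a 24 hr compound exposure at 37 deg C, using Steady-Glo reagent and a 30 min room-temperature hold.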
Nrf2 inh – blocks Nrf2 signaling; A549 ARE-Fluc reporter, luciferase luminescence, 18-24 h; AID 504444; Potency, µM (titrated, usually from 46 µM), without a hit: at the highest dose activity change, negative = inhibition, usual class: inhibitors; hit rate 2.1% among 360,000; further: potency means the concentration at half of the fitted maximal effect; on the % scale 0 is the no-effect control and ±100 the full control effect; nearly all actives have a fitted effect of over 60% in size
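Concentration-response testing used A549 ARE_Fluc cells at 5000 cells/well. Following an 18-24 h compound incubation, viability was read by fluorescence (Ex 405/Em 525) and luciferase output by luminescence.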
The depositor's hits bear a star; i = inactive; ? = inconclusive; · = not tested or not shown; [ ] = another dose, or the depositor's remark. Unless noted, the call rests on the fitted dose curve; in most records, active means well fitted curve in the direction sought with a large enough effect; inconclusive means small, poorly fitted or top-dose-only effect, or another doubt; inactive means no such curve, though single readings can be large; an effect the other way counts as inactive or inconclusive.

Values run as follows: MCF10A rereplic	IL1B secr inh	HepG2 tox	ATXN2 expr inh	A549 tox	ATXN viability	TGFb inhibitor	Nrf2 activator	Nrf2 inh
- COc1cc(CNCCO)cc(Br)c1OCc1ccccc1
  1%	-1	-25%	·	0%	i	1%	0.0%	-13%
- Cc1c(N2CCCC2)cc2c(c1N)C(C)(C)CC2(C)C
  ?	21	1%	10%	-1%	i	12%	0.0%	21%
- CCN(CC)Cc1cc(C(=O)O)c(-c2ccccc2)o1
  1%	38	8%	7%	4%	i	9%	-1.0%	10%
- CC(C)(C)NC(=O)C(=O)NNC(=O)C12CC3CC(CC(C3)C1)C2
  9%	-2	-6%	-8%	7%	i	9%	-0.8%	4%
- Cc1ccc(S(=O)(=O)Oc2ccc(/C=N/NC(=O)c3nn(C)cc3[N+](=O)[O-])cc2)cc1
  ?	-10	-5%	-11%	-2%	i	?	?	?
- CCSc1nnc(NC(=O)CN(C)S(=O)(=O)c2ccc(F)cc2)s1
  3%	26	0%	2%	8%	i	-26%	-0.9%	2%
- CC(C)(C)C(=O)CC(=O)Nc1ccc(Cl)c(N)c1
  -5%	14	9%	66%[activator]	1%	i	-2%	2.1%	?
- CCc1ccc(OCCCC(=O)O)c(Br)c1
  -33%[inhibitor]	18	-33%	5%	0%	i	-6%	0.3%	3%
- COC(=O)c1ccc(C(=O)N(CCN(C)C)c2nc3c(Cl)cccc3s2)cc1
  3%	2	-9%	·	0%	·	4%	0.3%	0%
- O=C(Nc1ccccc1C(=O)NCc1ccco1)NC1CCCCC1
  0%	?	-58%	2%	-1%	i	14%	19%	5%
- CC(Cc1ccccc1)NC(=O)/C=C/c1ccc([N+](=O)[O-])cc1 (stereo not given)
  0%	-23	0%	-6%	-3%	i	11%	-0.5%	10%
- Cc1cc(C)c2c(=O)c3c(oc2c1)C(=O)N(CCCOC(C)C)C3c1ccccc1F (stereo not given)
  ·	·	2%	7%	1%	i	7%	0.0%	12%
- O=C(CN1CCN(Cc2ccccc2Cl)C1=O)NCc1ccccc1Cl
  ·	·	-36%	-9%	2%	i	?	-1.3%	4%
- COc1ccccc1N/N=C/c1c(CO)cnc(C)c1O
  2%	0	-22%	1%	-25%	i	-6%	6.7%	?
- CCOC(=O)C(NC(=O)c1cccnc1)(Nc1cccc(C)n1)C(F)(F)F (stereo not given)
  2%	6	-6%	3%	0%	i	4%	4.2%	19%
- Cc1ccc(CN(C(=O)c2csnn2)C(C(=O)NC2CCCC2)c2ccccn2)cc1 (stereo not given)
  0%	0	8%	-4%	-12%	i	13%	-0.6%	4%
- CCc1cccc(NC(=O)CCSCCC(=O)Nc2cccc(CC)c2)c1
  12%	17	-4%	-2%	-3%	i	3%	0.4%	1%
- Cc1cnc(C(=O)Nc2ccc(C)c(S(=O)(=O)N3CCCCCC3)c2)cn1
  0%	9	2%	7%	2%	i	?	-0.1%	?
- CCCCNC(=O)c1nn(-c2ccc(C)cc2)c(=O)n(C)c1=O
  ·	·	7%	-8%	0%	i	19%	-0.9%	·
- NNC(=O)CN1C(=O)Nc2ccc(Cl)cc2C1c1ccccc1 (stereo not given)
  -6%	-7	-1%	0%	6%	i	-6%	-0.4%	5%
- COc1cccc(CN(C)C(=O)c2cccnc2SC)c1OC
  -1%	8	-14%	6%	3%	i	-20%	-1.2%	-4%
- COc1ccc(Cl)cc1NC(=O)CN(C)C(=O)CCCNC(=O)c1ccc(Cl)cc1
  6%	-2	-16%	·	-1%	?	-5%	6.0%	-7%
- CC(C)c1ccc2oc(-c3ccc(Cl)c(NC(=O)c4cccs4)c3)nc2c1
  ·	·	-26%	24%	-1%	i	-3%	?	?
- Cc1ccc(S(=O)(=O)NNC(=O)C23CCC(CC2)C3)cc1
  ·	8	1%	·	·	i	3%	3.5%	·
- COc1ccc(CNC(=O)C2CC(=O)N(c3ccc(OCC(=O)N4CCCCC4)cc3)C2)cc1 (stereo not given)
  8%	-17	-8%	-7%	0%	i	1%	0.3%	-6%
- COc1ccc(C(=O)Nc2ccc(C(=O)Nc3nccs3)cc2)cc1[N+](=O)[O-]
  -3%	-1	28%	-4%	-3%	i	-1%	1.7%	-3%
- CC1(C)NC(=O)N(CC(=O)Nc2ccc(-c3ccccc3)cc2)C1=O
  ·	5	-3%	·	·	i	-8%	-1.2%	·
- CCOc1ccc(C2c3[nH]c4ccccc4c3CCN2C(=O)Cc2cccc(OCC)c2OCC)cc1 (stereo not given)
  ·	·	-12%	·	-27%	·	-11%	-1.0%	·
- O=C(NNC(=O)C1CC1c1ccccc1)c1ccccc1[N+](=O)[O-] (stereo not given)
  -3%	-9	-6%	-12%	1%	i	-21%	0.3%	-9%
- Cc1ccc(NC(=S)NNc2ccc([N+](=O)[O-])cc2S(=O)(=O)Nc2ccccc2C(=O)O)cc1C
  ?	-11	-14%	-7%	-10%	32µM*	?	?	4%
- Cc1ccsc1/C=C(\C#N)C(=O)NC1CCS(=O)(=O)C1 (stereo not given)
  -21%	0	1%	-5%	-1%	i	9%	-0.1%	-5%
- O=C(NCC1(c2ccccc2)CCCC1)C(=O)NCC1(c2ccccc2)CCCC1
  16%	0	2%	3%	8%	i	6%	0.4%	1%
- COc1ccccc1Nc1nc(N)nc(CSC(=S)N2CCN(c3ccccc3)CC2)n1
  -23%[9.22 µM]	-8	-17%	-3%	0%	i	-14%	-0.7%	-25%
- CC(OCCN1CCCC1)(c1ccc(F)cc1)c1ccc(F)cc1
  9%	-59*	-30%	-30%	-9%	i	-27%	0.4%	3%
- O=C(O)COCC(=O)Nc1ccc2c(c1)ncn2CCc1ccccc1
  -6%	14	5%	18%	7%	i	-27%	-0.6%	13%
- Cc1ccccc1OCC(=O)N1CCCc2ccccc21
  1%	8	8%	·	-3%	i	-3%	0.1%	?
- COc1ccc(NC(=O)CCCC2CCCCC2)c(OC)c1
  7%	14	-8%	74%[activator]	5%	i	-13%	-0.1%	20%
- Cc1cc(C)n(/N=C/c2ccc(O)cc2)c(=O)c1C#N
  -44%[inhibitor]	-3	6%	1%	-1%	i	3%	-0.7%	12%
- CCN1CCN(c2ccc(S(=O)(=O)N3CCOCC3)cc2NC(=O)c2cc(F)c(F)c(F)c2F)CC1
  ·	-24	-29%	·	·	?	-17%	8.5%	·
- COc1ccccc1C(=O)N1CCN(c2cccc(C(F)(F)F)c2)CC1
  11µM*	-2	-8%	-28%	-14%	i	-21%	-0.7%	-5%
- COc1ccc(OCCN2C(=O)c3ccccc3C2=O)c([N+](=O)[O-])c1
  4%	-12	0%	43%[activator]	0%	i	7%	-0.1%	?
- COc1ccc(NC(=O)c2ccccc2NC(=O)c2ccccc2C(=O)O)c(OC)c1
  -6%	-2	14%	·	-5%	i	7%	5.8%	27%
- Cc1cc2ccccc2c(=O)n1CC(=O)Nc1ccc2c(c1)OCO2
  -2%	-15	2%	-2%	-2%	i	-2%	-0.8%	-3%
- O=C(O)/C=C\C(=O)NNC(=O)c1cc(-c2ccccc2)n[nH]1
  3%	22	-7%	-13%	1%	i	-16%	-0.6%	-26%
- COc1ccc(NC(=O)Cc2nnc(SCC(=O)NC3CCCC3)n2C)cc1
  -7%	12	12%	10%	1%	i	3%	0.4%	-2%
- Cn1c(Cl)c(C(=O)Nc2ccccc2)c2ccccc21
  3%	14	-7%	49%[activator]	5%	i	-1%	17%	?
- COc1cccc(OCc2nc(-c3ccc(Br)o3)no2)c1
  -3%	-6	-9%	-1%	0%	i	-3%	2.1%	5%
- CN(CC(=O)Nc1cccc(F)c1)C(=O)c1ccccc1OCC(=O)Nc1cccc(C(F)(F)F)c1
  ?	2	-9%	-6%	4%	i	2%	-0.4%	15%
- CCOC(=O)C1=C(COC(=O)c2ccc3ccccc3c2O)NC(=O)NC1C (stereo not given)
  -2%	-12	-24%	·	-1%	i	3%	5.7%	-10%
- CC(C)OCCCNC(=O)C(=O)NCCCOC(C)C
  14%	11	-4%	-4%	4%	i	-8%	0.3%	8%

Further structures.
Values run as follows: MCF10A rereplic	IL1B secr inh	HepG2 tox	ATXN2 expr inh	A549 tox	ATXN viability	TGFb inhibitor	Nrf2 activator	Nrf2 inh
- COC(=O)[C@H](Cc1ccccc1)NC(=O)N1CC(C)OC(C)C1 (stereo not given in full)
  2%	14	-3%	2%	-3%	i	1%	-0.5%	7%
- CC(N)c1csc(Nc2cc(Oc3ccccc3)ncn2)n1 (stereo not given)
  ·	-65*	-8%	2%	·	i	-23%	3.5%	·
- Cc1cc(NC(=O)CSc2nc3sc4c(c3c(=O)n2C)CCCC4)no1
  19%	26	-17%	?	-4%	i	3%	-0.5%	6%
- O=C(NC1=NCCS1)c1ccccc1OCc1ccc(F)cc1
  19%	0	-28%	·	7%	i	3%	1.6%	-6%
- CCCCCC/C=C/c1ccc(OC)c([C@H]2[C@H]3C=CC[C@@H](C)[C@@H]3C(=O)N2Cc2ccccc2)c1
  ?	11	-3%	5%	7%	i	5%	0.1%	?
- CCOC(=O)C1=C(C)NC(=S)NC1c1ccc(OCC(=O)N2CCCCC2)cc1 (stereo not given)
  -3%	-5	4%	-7%	-21%	i	6%	-0.1%	?
- O=C(NCCN1C(=O)CSC1=O)c1ccccc1
  21%	-21	-13%	6%	17%	i	7%	-0.2%	3%
- Cc1nnc2c(NCCc3ccccc3)nc3ccccc3n12
  -2%	45	7%	1%	0%	i	10%	5.4%	-9%

Structures listed so far that contain an NH in an aromatic ring, in the order listed:
Values run as follows: MCF10A rereplic	IL1B secr inh	HepG2 tox	ATXN2 expr inh	A549 tox	ATXN viability	TGFb inhibitor	Nrf2 activator	Nrf2 inh
- CCOc1ccc(C2c3[nH]c4ccccc4c3CCN2C(=O)Cc2cccc(OCC)c2OCC)cc1 (stereo not given)
  ·	·	-12%	·	-27%	·	-11%	-1.0%	·
- O=C(O)/C=C\C(=O)NNC(=O)c1cc(-c2ccccc2)n[nH]1
  3%	22	-7%	-13%	1%	i	-16%	-0.6%	-26%
